Source: PubChem (several laboratories)
STAT3 inh: inhibitors of IL-6 induced STAT3 signaling; hit rate 0.89% among 190,000; inhibition, % at 5.5 µM; U3A cells, IL-6 STAT3-luciferase reporter, luminescence; host cell line lacks STAT1;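 active = inhibition above the mean inhibition across all screened compounds plus 3 SD, cut at about 44% in these data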;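 note: 0% = DMSO only wells and 100% = 100 µM nifuroxazide control wells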
PPARg SRC1 recr: promotes SRC-1 coactivator recruitment by human PPARgamma; PPARgamma-SRC-1 coactivator recruitment biochemical assay; activation, % at 8 µM; hit rate 0.41% among 200,000; AID 631; in the data active = activation above about 19%;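 note: 0% = DMSO and 100% = reference agonist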
SRC2 TRFRET art: flags TR-FRET format artefacts in PPARgamma SRC-2 recruitment agonist screen | TR-FRET artefact counter-screen; hits give high values | TR-FRET ratio at 8 µM | hit rate 0.4% among 200,000; in the data active = TR-FRET ratio above about 2000; note: inactives centre near 1500
PPARg SRC-2 ag: promotes SRC-2 coactivator recruitment by human PPARgamma; P37231; AID 1032; activation, % at 8 µM; hit rate 0.34% among 200,000; PPARgamma LBD-SRC-2 recruitment, biochemical; in the data active = activation above about 22%;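 note: 0% = vehicle and 100% = reference agonist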
STAT3 act: activators of IL-6 induced STAT3 signaling; U3A cells, IL-6 STAT3-luciferase reporter, luminescence; 100% = signal with IL-6 EC80 alone; activation (% of control), % at 5.6 µM; hit rate 0.91% among 190,000;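 active = activation above the screen-wide mean of compound activation plus 3 SD, cut at about 130% in these data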;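 note: 0% = background luminescence of wells with medium and substrate only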
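Test system: Human STAT1-deficient U3A cells with stable STAT3-luciferase reporter | Also added: Interleukin-6, 33 ng/mL | Timing: Compound pre-incubation 1 h before IL-6, then 6 h stimulation at 37 °C | Technique: Luciferase reporter luminescence | Read-out: Percent of IL-6-only median luminescence | Benchmarks: IL-6-only wells as 100% reference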
RAM network inh: inhibitors of the yeast RAM network | inhibition, % at 50 µM | hit rate 1.8% among 190,000 | S. cerevisiae dse1pr::URA3 reporter, 5-FOA growth OD615, 2 d; analog-sensitive cbk1-as2 kinase mutant strain;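 active = inhibition above a set limit, 3 SD over mean compound inhibition, cut at about 8.4% in these data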;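 note: 0% = DMSO-only wells with no growth and 100% = 10 µM 1-NA-PP1 full growth; inhibition rescues growth on 5-FOA so higher OD means more RAM inhibition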
TLR4-MyD88 BLA: blocks binding of human TLR4 to MyD88; O00206+Q99836; HeLa CL3-4 TLR4/MyD88 BLA complementation, FRET ratio; inhibition, % at 8.4 µM; hit rate 0.18% among 200,000; AID 861; in the data active = inhibition above about 25%;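 note: 0% = vehicle and 100% = reference inhibitor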
S1P3 antagonist: S1P3 (human) receptor antagonism. inhibition, % at 4.98 µM. hit rate 0.27% among 170,000. Q99500. CHO S1P3 NFAT-BLA reporter, FRET fluorescence, antagonist mode. AID 485;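 active = inhibition above the plate cutoff, the mean inhibition of test wells on that plate plus 3 SD, cut at about 28% in these data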;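 note: cells challenged with S1P at its EC80 of 0.8 µM; blue over green emission ratio from cleaved BLA substrate after 4 h stimulation; 0% = S1P-stimulated wells and 100% = unstimulated DMSO-only wells; some compounds past the cut are filed as inactive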
Target sequence (Q99500 whole entry, looked up): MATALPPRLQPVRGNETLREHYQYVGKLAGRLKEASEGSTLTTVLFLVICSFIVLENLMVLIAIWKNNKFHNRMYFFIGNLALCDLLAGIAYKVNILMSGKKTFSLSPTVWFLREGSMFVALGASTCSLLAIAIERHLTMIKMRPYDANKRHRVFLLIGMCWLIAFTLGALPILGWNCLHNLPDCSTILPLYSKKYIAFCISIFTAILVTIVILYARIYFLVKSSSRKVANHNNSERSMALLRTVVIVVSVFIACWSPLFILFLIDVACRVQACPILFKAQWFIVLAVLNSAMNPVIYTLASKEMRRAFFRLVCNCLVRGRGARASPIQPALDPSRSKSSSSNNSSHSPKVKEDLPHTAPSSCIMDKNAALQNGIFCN
ROMK mod: modulators of human ROMK potassium channel; Tet-inducible ROMK, thallium flux fluorescence; actives lie on both sides; hit rate 2% among 130,000; AID 1918; B-score at 10 µM; P48048;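 active = signal ratio slope over the read window, or its plate-corrected B-score, at least 3 SD from the plate mean, either direction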;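 note: B-score of the F/F0 ratio slope over 7 to 12 s after thallium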
Target sequence (P48048 whole entry, looked up): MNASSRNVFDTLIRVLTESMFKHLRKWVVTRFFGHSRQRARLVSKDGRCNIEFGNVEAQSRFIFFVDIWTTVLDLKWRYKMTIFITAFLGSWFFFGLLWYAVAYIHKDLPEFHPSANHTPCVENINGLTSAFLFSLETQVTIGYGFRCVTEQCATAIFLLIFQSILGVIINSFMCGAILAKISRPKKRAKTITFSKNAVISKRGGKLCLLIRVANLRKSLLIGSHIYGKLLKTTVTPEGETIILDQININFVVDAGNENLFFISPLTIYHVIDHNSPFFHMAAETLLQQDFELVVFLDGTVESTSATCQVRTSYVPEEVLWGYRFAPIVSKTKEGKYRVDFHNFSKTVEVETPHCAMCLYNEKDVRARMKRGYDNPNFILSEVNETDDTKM
STAT1 blocker: reduces IFN-gamma driven STAT1 reporter signal; hit rate 0.35% among 200,000; NIH 3T3 STAT1-luciferase reporter, luminescence; inhibition, % at 5.5 µM; AID 920;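 active = inhibition above a set limit, the mean inhibition across all tested compounds plus 3 SD, cut at about 34% in these data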;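 note: 0% = IFN-gamma with DMSO and 100% = IFN-gamma with 300 µM nifuroxazide; values of inactives mirror those of a sister screen read the other way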
PPARg SRC-3 ag: promotes SRC-3 coactivator recruitment by human PPARgamma; P37231; biochemical PPARgamma/SRC-3 coactivator recruitment assay; activation, % at 8 µM; hit rate 0.26% among 200,000; AID 731; in the data active = activation above about 23%;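 note: 0% = DMSO and 100% = reference agonist; some compounds past the cut are filed as inactive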
Active calls of the source: *; . = not tested or not shown. Random draw from the library; overall some 5.6% were active at least once.

Fields – PPARg SRC-2 ag	PPARg SRC-3 ag	STAT3 inh	ROMK mod	TLR4-MyD88 BLA	PPARg SRC1 recr	STAT1 blocker	S1P3 antagonist	RAM network inh	STAT3 act	SRC2 TRFRET art
CN(C)c1ccc(C(=S)N2CCCCC2)cc1Br
→ 10.7	4.7	18.6	-0.224	12.5	6.7	-2.4	-4.2	0.1	89.1	1566
COC(=O)c1ccc(NC(=S)Nc2ccc3ccccc3c2)cc1
→ -14.0	3.7	2.1	.	1.4	2.0	-11.3	.	2.2	103.1	1554
O=C(NCc1ccccc1)C(c1ccc(F)cc1)N(Cc1ccco1)C(=O)c1ccccn1 (configuration not stated)
→ 3.0	-4.7	4.6	.	2.1	0.7	5.0	.	-0.1	99.4	1643
CC(C)NC(=O)COc1ccc(Cl)cc1Cl
→ -3.9	-4.0	12.4	0.128	-5.0	-0.1	-5.8	.	0.8	89.7	1600
Cc1ccc(OCCSc2cc(C)nc(N)n2)cc1
→ 1.2	-5.8	8.8	-0.551	-5.2	-0.4	-16.4	-63.9	2.7	97.9	1231
COC(=O)CCC(=O)N1CCCC(CO)(Cc2ccccc2)C1 (configuration not stated)
→ -5.8	7.2	-14.6	0.45	-2.3	-1.4	-52.6	-10.7	3.5	114.6	1508
COc1ccc(NC(=O)CN2C(=O)CSC(C)C2=O)cc1 (configuration not stated)
→ 6.7	8.1	-3.5	-0.0507	-9.0	5.6	-7.2	-4.9	0.7	109.5	1527
COc1ccc(CCNc2nc(-c3cccnc3)cs2)cc1OC
→ 7.9	-1.9	23.1	.	2.8	-3.3	-0.6	.	-1.5	83.1	1422
O=C(NCCN1CCCCCC1)C1CCC(CNS(=O)(=O)c2cccc3cccnc23)CC1 (configuration not stated)
→ 0.0	-3.2	4.9	.	-1.8	4.8	-2.7	-16.1	0.8	103.2	1437
S=c1[nH]nc(COc2ccccc2)n1/N=C/c1ccc(Br)s1
→ 9.7	11.8	4.2	0.0323	4.4	3.8	-2.4	.	4.7	101.9	1771
CCCC(=O)NNC(=O)c1c(O)c2ccccc2[nH]c1=O
→ -1.8	-1.5	15.1	0.622	-6.8	-5.1	-6.3	-15.4	1.2	91.3	1300
CCN(CC)S(=O)(=O)c1ccc(Cl)c(C(=O)Nc2cc(C)nn2-c2ccccc2C(F)(F)F)c1
→ 2.2	-4.9	-16.2	.	-1.6	0.8	1.6	-3.8	0.7	109.0	1564
O=C(COC(=O)C1CCN(S(=O)(=O)c2cccs2)CC1)c1ccc2c(c1)OCCO2
→ -6.8	-10.9	6.4	0.21	-18.1	-6.4	8.4	-11.2	2.3	98.0	2115*
Clc1cccc(Cl)c1Cn1cc(Br)cn1
→ 4.5	5.7	3.9	-0.0451	-6.1	4.0	0.0	.	2.1	101.6	1471
CCOC(=O)C(C)S(=O)(=O)c1ccc(C(F)(F)F)cn1 (configuration not stated)
→ 2.9	-0.2	0.4	.	-5.5	1.6	-0.2	.	-0.2	104.5	1732
O=C(c1cnn(-c2nc3ccccc3s2)c1)c1ccccc1O
→ -0.1	4.8	27.4	-0.205	-37.1	9.8	-22.5	-19.8	4.4	78.0	1621
COc1ccccc1N1CCN(C(=O)CSc2nnc(-c3ccoc3C)o2)CC1
→ 7.4	-3.8	13.7	.	-17.2	7.3	9.1	-41.8	-0.7	93.7	1556
CC(OC(=O)Cc1coc2cc3c(cc12)CCC3)C(=O)NC(N)=O (configuration not stated)
→ 11.5	1.0	6.5	-0.619	-8.1	3.9	2.8	3.7	1.0	96.6	1750
Nc1c(C(=O)O)cnn1-c1ccccc1
→ 3.3	-0.8	-7.4	1.04	13.6	-2.7	0.1	-4.2	1.5	107.4	1421
O=C(COC(=O)C1(c2ccc(F)cc2)CCCC1)N1CCc2ccccc21
→ -4.4	-1.1	-9.7	0.333	0.7	-1.9	2.8	-0.9	1.2	106.5	1465
Cc1cc(Br)ccc1OCCCCNC(C)(C)C
→ -1.1	2.6	-2.3	.	11.1	11.9	2.1	.	1.1	102.1	1623
CCCSc1nc(N)c2c3c(sc2n1)CN(C)CC3
→ 5.4	0.0	19.1	.	0.5	3.2	5.0	.	-1.1	88.9	1614
COc1ccc(OC)c(NC(=O)c2cnc3ccccn3c2=O)c1
→ 6.5	13.0	9.2	0.704	4.3	-4.7	-3.4	-20.1	.	95.0	1579
Cc1cccc2c(=O)c(C(=O)N3CCCCCC3)c[nH]c12
→ -0.4	11.8	-10.7	.	1.0	3.0	-5.0	-7.8	0.7	109.8	1535
CCCN1C(=O)/C(=C\C=C2/Sc3ccccc3N2CC)SC1=S
→ -7.6	-1.2	11.0	0.99	-16.9	1.4	-0.8	-14.7	7.6	92.4	1363
Clc1ccc(-c2ccn[nH]2)cc1
→ 1.6	-0.7	-3.6	0.213	10.6	7.8	-26.9	9.0	-0.4	107.2	1333
COC(=O)Nc1ccc(S(=O)(=O)N2CCN(C)CC2)cc1
→ 7.5	7.5	2.0	.	2.9	-2.3	-1.4	-13.9	0.3	98.9	1347
CNC(=S)NNC(=O)c1ccc(=O)n(Cc2cccc(C(F)(F)F)c2)c1
→ -0.3	2.8	8.7	-0.0266	-12.9	4.4	4.5	-3.9	-0.9	94.8	1510
Cc1cc(N2CCN(c3cccc(C(F)(F)F)c3)CC2)n2ncnc2n1
→ 2.4	4.6	14.9	0.197	-0.8	-3.1	8.1	-10.7	0.3	91.2	1477
COc1ccc(/C=C/C(=O)NC(=S)NN2CCCCC2c2cccnc2)cc1 (configuration not stated)
→ 8.8	-0.5	17.5	.	3.2	-2.7	2.5	-2.1	0.4	87.1	1490
C/C(=N\NC(=O)C(c1ccncc1)N1CCOCC1)c1ccc(Br)cc1 (configuration not stated)
→ 6.9	-1.1	9.9	0.0127	9.1	-4.1	-2.8	2.9	0.9	94.4	1560
CC1CCN(c2ccc(C(=O)O)cc2)CC1
→ 4.0	-3.0	7.2	.	-16.1	1.6	4.0	18.1	-0.6	98.4	1629
CC1(c2ccccc2)NC(=O)N(CC(=O)NC(=O)NCc2ccco2)C1=O (configuration not stated)
→ 3.8	4.0	8.6	.	-5.0	4.7	6.1	.	0.5	95.9	1615
N#C/C(=N\Nc1cc(Cl)cc(Cl)c1)c1nnc2n1CCCCC2
→ 6.8	1.7	-3.5	.	-1.5	-5.9	-1.3	1.6	1.7	103.7	1439
CCCCNC(=O)C1(NC(=O)Nc2ccc(C)cc2)CCCCC1
→ -0.3	3.1	-6.1	0.606	-7.8	6.2	1.0	-13.2	2.2	106.1	1643
O=C(CSc1nc2ccccc2s1)N/N=C/c1ccco1
→ -5.9	0.5	-2.8	-0.411	-0.2	4.8	4.1	-8.2	1.3	103.5	1454
Cc1ccc(N(CC(=O)N/N=C/c2cccs2)S(C)(=O)=O)cc1
→ -1.7	-0.7	1.4	-0.0152	10.6	2.8	-4.9	-4.7	3.6	100.8	1498
CCN(C(=O)c1cn(C)c(=O)c2cc(OC)c(OC)cc12)c1cc(C)ccc1C
→ 10.3	-8.1	2.0	.	-17.0	-0.8	3.5	-3.3	-1.3	101.2	1716
CCc1cc(C(=O)NNC(=S)NC(C)c2ccccc2)cs1 (configuration not stated)
→ 8.9	-0.8	7.5	-1.06	-8.2	2.3	13.8	.	0.1	94.0	1612
O=C1CC(O)(C(F)F)Oc2ccc3ccccc3c21 (configuration not stated)
→ -3.0	4.9	1.2	.	3.3	1.7	8.7	-2.6	1.6	99.3	1681
Cc1ccc(COCCN2CCN(S(=O)(=O)c3ccc(C)cc3)CCC2=O)cc1
→ 6.7	0.2	-2.7	-0.115	-1.7	6.0	-4.1	-10.0	1.9	99.9	1495
O=C(CSc1nncn1-c1ccccc1)Nc1ccc(N2CCOCC2)cc1
→ 7.4	6.4	2.3	.	-0.2	4.1	-2.4	.	0.0	101.0	1685
O=C(NC1CCCCC1)C(c1ccc2ncccc2c1)N(Cc1cccs1)C(=O)c1cccs1 (configuration not stated)
→ 0.3	7.2	-8.9	.	-1.9	-3.7	14.1	.	-0.5	112.4	1577
COC(=O)Nc1sc2c(c1C(=O)NCc1ccco1)CCC2
→ 6.2	0.3	10.9	0.0103	3.5	5.8	7.8	-20.8	4.4	93.9	1781
CCOC(=O)Cc1csc(NC(=O)c2cc(OC)cc(OC)c2)n1
→ -1.2	2.4	14.3	.	4.9	-6.8	3.4	.	-0.7	91.0	1397
CCOC(=O)N1CCN(C(=O)C2CCN(S(=O)(=O)c3ccc(F)cc3)CC2)CC1
→ -2.3	1.8	14.7	-0.32	-3.1	-1.2	5.6	14.2	-0.8	93.9	1562
CC(=O)OCc1c(COC(C)=O)[n+](=O)c2ccccc2n1[O-]
→ 0.0	-2.5	-3.3	0.795	4.2	-2.7	-6.4	.	0.0	106.5	1512
CC(=O)Nc1ccc(C(=O)OCC(=O)c2ccc(C)c([N+](=O)[O-])c2)cc1
→ 2.5	-7.4	12.8	.	4.5	3.0	-3.5	.	0.9	93.5	1729
CCOc1cc(C(=S)N2CCOCC2)ccc1O
→ 7.3	12.1	-5.3	.	-11.3	4.6	8.8	-14.5	-0.5	105.2	1373
CN(CCC#N)C(=O)Cn1nc(Cc2ccncc2)c2ccccc2c1=O
→ -0.5	2.8	5.6	.	-4.3	8.6	-5.3	-18.5	1.7	102.6	1664
COc1ccc2c(c1O)-c1ccccc1CCN(C)C2
→ 7.5	3.1	.	.	8.2	11.2	-11.9	-11.8	-0.6	.	1625
O=C(NCc1ccccc1)C1=C[C@H](c2coc3ccccc3c2=O)C[C@H](OCc2ccc(CO)cc2)O1
→ -4.3	1.7	.	.	-10.2	2.6	-6.6	9.6	3.8	.	1528
COc1cccc2cc(C(N)=O)/c(=N/NC(=O)COc3ccc(Cl)cc3)oc12
→ -1.6	1.4	6.4	.	-9.3	2.4	1.4	-11.2	2.2	96.5	1487
COc1ccc(C(C(=O)NC2CCCCC2)N(Cc2cccs2)C(=O)Cc2c[nH]c3ccccc23)cc1 (configuration not stated)
→ 5.0	7.7	5.3	-0.999	4.5	6.7	-6.1	.	4.3	102.0	1465
N#Cc1nc(-c2cccs2)oc1N1CCN(Cc2ccccc2)CC1
→ 7.7	17.0	5.8	-0.0222	6.7	-3.3	-0.1	11.3	2.4	98.8	1605
c1ccc(Nc2cc(Nc3ccccc3)[nH]n2)cc1
→ 8.5	7.3	-13.7	.	-1.5	11.8	-21.6	-9.7	1.1	116.5	1679
O=C(Nc1nccs1)C(c1ccccc1)N1CCCCC1 (configuration not stated)
→ -1.4	-2.9	1.6	-0.785	-9.0	6.5	-2.6	10.3	0.4	100.7	1681
